# PAFAH1B2 FP inh = inhibitors of human PAFAH1B2. recombinant PAFAH1B2, FP-rhodamine activity probe, fluorescence polarization. 340,000 tested, 1.2% active. inhibition, % at 3.39 µM. P68402. AID 492953;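 active = inhibition above the mean of all tested compounds plus 3 SD, cut at about 24% in these data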;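 note: 0% = enzyme with DMSO and 100% = wells lacking PAFAH1B2; many of its hits are not listed in these tables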
# EBNA-1 inh = blocks EBNA-1 binding to DNA. EBNA-1 DNA binding, fluorescence polarization. inhibition, % at 14.8 µM. 300,000 tested, 0.34% active; in the data active = inhibition above about 28%
# LYPLA1 inh = blocks human lysophospholipase 1, a PME1 counter-screen. O75608. recombinant LYPLA1, FP-Rh probe fluorescence polarization. inhibition, % at 5.9 µM. 320,000 tested, 0.16% active;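 active = inhibition above the mean of all tested compounds plus 3 SD, set per campaign, cut at about 14% in these data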;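 note: inhibitors block serine hydrolase probe labeling of LYPLA1 so polarization falls; 0% = enzyme with DMSO and 100% = wells lacking LYPLA1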
# Target sequence (O75608 whole entry, looked up): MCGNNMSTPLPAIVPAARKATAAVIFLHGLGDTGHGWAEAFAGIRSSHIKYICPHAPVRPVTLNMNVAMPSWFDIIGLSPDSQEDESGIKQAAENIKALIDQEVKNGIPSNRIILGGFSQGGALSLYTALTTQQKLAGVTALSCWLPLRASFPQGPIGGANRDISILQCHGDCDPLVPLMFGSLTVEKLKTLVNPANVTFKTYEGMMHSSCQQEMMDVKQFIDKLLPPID
# ZTA counter = blocks Epstein-Barr virus ZTA, an EBNA-1 counter-screen; AID 2234; 320,000 tested, 0.15% active; inhibition, % at 11 µM; ZTA-DNA binding, fluorescence polarization; in the data active = inhibition above about 33%
# Target sequence (P03206 whole entry, looked up): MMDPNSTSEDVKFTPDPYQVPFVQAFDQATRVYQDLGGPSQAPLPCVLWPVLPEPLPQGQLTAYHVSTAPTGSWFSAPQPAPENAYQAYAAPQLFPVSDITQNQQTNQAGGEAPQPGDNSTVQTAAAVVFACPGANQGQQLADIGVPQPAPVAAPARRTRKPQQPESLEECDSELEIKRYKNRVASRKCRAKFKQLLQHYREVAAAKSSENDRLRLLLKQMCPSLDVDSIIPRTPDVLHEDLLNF
# pPAFAH inh = inhibitors of human plasma PAF acetylhydrolase (pPAFAH); Q13093; inhibition, % at 3.39 µM; recombinant pPAFAH, FP-rhodamine probe fluorescence polarization; 330,000 tested, 1.5% active;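 active = inhibition above the mean inhibition across the screen plus 3 SD, cut at about 25% in these data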;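 note: inhibitors block binding of the rhodamine activity-based probe so polarization drops; 0% = enzyme with DMSO and 100% = wells lacking pPAFAH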
# Target sequence (Q13093 whole entry, looked up): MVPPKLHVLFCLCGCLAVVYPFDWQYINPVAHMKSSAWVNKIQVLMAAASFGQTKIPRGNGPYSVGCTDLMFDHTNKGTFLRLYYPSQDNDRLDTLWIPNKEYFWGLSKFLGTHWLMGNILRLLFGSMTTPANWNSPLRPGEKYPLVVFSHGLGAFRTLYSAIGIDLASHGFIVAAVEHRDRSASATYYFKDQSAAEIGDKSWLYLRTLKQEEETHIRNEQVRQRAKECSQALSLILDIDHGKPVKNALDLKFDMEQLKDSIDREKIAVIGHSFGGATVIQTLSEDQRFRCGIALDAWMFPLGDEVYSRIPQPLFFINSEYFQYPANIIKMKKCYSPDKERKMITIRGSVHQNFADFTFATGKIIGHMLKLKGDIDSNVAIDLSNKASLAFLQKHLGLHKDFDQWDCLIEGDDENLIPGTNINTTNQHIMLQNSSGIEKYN
# PAFAH1B3 inh = PAFAH1B3 (human) inhibition; Q15102; recombinant PAFAH1B3, FP-rhodamine probe, fluorescence polarization; inhibition, % at 3.39 µM; 340,000 tested, 0.28% active; AID 492972;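 active = inhibition above the screen-wide average of all tested compounds plus 3 SD, cut at about 25% in these data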;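 note: 0% = enzyme with DMSO only and 100% = wells lacking PAFAH1B3 protein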
# PAFAH2 FP inh = inhibitors of human PAFAH2 | Q99487 | recombinant PAFAH2, FP-rhodamine activity probe, fluorescence polarization | inhibition, % at 3.39 µM | 340,000 tested, 0.99% active | AID 492956;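 active = inhibition above the mean over all tested compounds plus 3 SD, cut at about 30% in these data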;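 note: inhibitors block probe labeling of enzyme so polarization drops; 0% = enzyme with DMSO and 100% = wells lacking PAFAH2 protein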
# LYPLA2 counter = counter-screen for PME1 inhibitors: inhibitors of human LYPLA2; O95372; recombinant LYPLA2, FP-Rh probe fluorescence polarization; inhibition, % at 5.9 µM; 320,000 tested, 0.38% active;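 active = inhibition above the screen-wide mean plus 3 SD, limit set per campaign, cut at about 26% in these data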;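 note: 0% = LYPLA2 with DMSO and 100% = wells lacking LYPLA2 enzyme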
# PREPL inhibitor = inhibits the human prolyl oligopeptidase-like enzyme; Q4J6C6; recombinant PREPL, fluorescence polarization activity-based probe; inhibition, % at 5.96 µM; 320,000 tested, 0.68% active; in the data active = inhibition above about 43%;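 note: 0% = enzyme with DMSO and 100% = wells lacking enzyme; many of its hits are not listed in these tables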
# Starred values were filed as active, the others as inactive; / = not tested or not shown. Some of the compounds tested; count on the stated rates, not on these rows.
SMILES	PAFAH1B2 FP inh	EBNA-1 inh	LYPLA1 inh	ZTA counter	pPAFAH inh	PAFAH1B3 inh	PAFAH2 FP inh	LYPLA2 counter	PREPL inhibitor
C=CC[C@@H](Cc1ccc(F)cc1)C(=O)OC[C@@H]1CCCN1C(=O)[C@H](CC=C)CC(=O)NCCO	11	/	/	/	3	8	0	/	33
COc1ccc(NC(=O)Cc2coc3cc(C)ccc23)cn1	5	6	-1	0	7	0	2	9	-27
CC1(C)Cc2nc3sc4c(=O)n(CC(=O)NCc5ccco5)cnc4c3cc2CO1	4	1	-4	5	5	-6	4	1	3
Cc1ccc2oc(C(=O)N(C)Cc3cnccn3)c(C)c2c1	-1	7	2	-6	-3	0	4	9	15
CC(=O)c1ccc(N/C=C\C(=O)c2ccc(C)cc2)cc1	2	-14	-1	6	1	4	1	-7	2
Cc1ccc(/C=C/C(=O)NN2CCN(C)CC2)cc1	-1	-10	0	-4	-2	1	-2	1	9
CCCc1c(C(=O)N/N=C(\C)c2ccc(O)cc2)nnn1-c1nonc1N	3	-10	-1	-7	-1	-3	1	6	4
COc1ccc(C)cc1N(C)C(=O)Cc1c(C(=O)O)n(C)c2ccccc12	1	6	0	7	2	11	8	-1	-2
CCOC(=O)c1[nH]c(C)c(C(=O)NCc2ccc(Cl)cc2)c1C	4	-1	0	-2	9	1	-7	4	4
COc1ccc(C(=O)NNC2=CC(=O)CC(C)(C)C2)cc1	-1	-11	-2	-15	2	2	-2	-6	-11
Cc1cccc(-c2cc(C(=O)Nc3sc(C)c(C)c3C(N)=O)c3ccccc3n2)c1	0	-16	-5	-4	-7	0	-1	-6	16
O=c1c2c(nc3c(-c4ccccc4)c[nH]n13)CCC2	1	9	-2	4	11	0	16	1	3
COC(=O)c1ccc2c(=O)n(CC3CCCO3)c(SCC(=O)Nc3ccccc3Cl)nc2c1 (stereo not given)	4	-1	-1	0	-1	3	3	1	4
COc1ccc(NC(=O)CSc2nc(C)cs2)c(OC)c1	3	-10	5	19	-2	8	2	-4	9
COc1ccccc1NS(=O)(=O)c1cccc(-n2c(O)c(C=Nc3ccccc3C(=O)O)c3ccccc3c2=O)c1	7	36*	8	10	30*	6	83*	3	22
COc1ccccc1NS(=O)(=O)c1cccc(NC(=O)c2nn(C)c(=O)c3ccccc23)c1	3	/	-20	11	-2	-1	-7	-26	-15
COc1ccccc1NC1=C(Cl)C(=O)N(C2CCCCC2)C1=O	6	-8	0	5	7	-2	4	3	-3
C#CCO[C@@H]1C[C@H](n2cnc3c(=O)[nH]c(NC(=O)C(C)C)nc32)O[C@@H]1CO	5	12	-4	-2	0	8	0	1	3
O=S(=O)(c1ccc(Cl)s1)N1CCC2(CC1)OCCO2	9	-2	-2	-13	-1	2	-4	3	-1
CC(C)(C)c1cc(C(=O)N/N=C/c2ccc([N+](=O)[O-])s2)n[nH]1	3	-11	5	-21	3	2	-1	4	10
Cc1ccc(C(OCC(C)(C)C[N+](C)(C)C)c2ccccc2)cc1 (stereo not given)	2	9	1	-6	5	0	6	1	13
COc1ccc(-c2cc(C(=O)NNC(=O)c3csc(N4CCOCC4)n3)c3ccccc3n2)cc1	1	-2	0	15	2	-1	-5	-1	3
CCNc1ccc2noc3c2c1C(=O)c1ccccc1-3	114*	-3	108*	63*	106*	104*	114*	118*	107*
CCCCC(=O)Nc1nnc(-c2ccco2)o1	7	7	0	1	3	13	2	1	-4
Cc1ccc(C2=NOC(c3nnc(-c4ccccc4)o3)C2)cc1 (stereo not given)	3	4	-2	-1	0	8	2	-1	-3
Cc1ccc(Sc2c(C)nn(C(=O)CNS(=O)(=O)c3ccc(F)cc3)c2C)cc1	12	7	2	8	9	8	-2	8	-4
CCOC(=O)N1CCN(S(=O)(=O)N2CCCC(C(=O)NC(C)c3ccccc3)C2)CC1 (stereo not given)	4	-13	6	-10	9	9	-8	8	5
COC(=O)C1(C)NC(c2ccccc2OC)C2C(=O)N(c3ccccc3)C(=O)C21 (stereo not given)	3	7	0	-16	1	1	1	-2	-6
c1ccc(C[C@H]2CN=C(Nc3ccccc3)N2CC2CCCCC2)cc1	3	/	/	/	1	-5	5	/	37
CCC1(CC)Cc2ccccc2-c2nc(CN3CCOCC3)[nH]c(=O)c21	0	-1	-1	0	1	0	4	3	21
CN(CC(=O)Nc1ccc(F)c(F)c1F)C(=O)c1n[nH]c(=O)c2ccccc12	-3	/	/	/	-2	7	-5	/	16
CC(C)Nc1nc(N(c2ccccc2)c2ccccc2)nc(-n2ccnc2)n1	0	1	-3	-3	-5	3	-2	1	-8
O=S(=O)(Nc1ccc(F)cc1)c1ccc(S(=O)(=O)N2CCOCC2)cc1	9	/	/	/	7	10	4	/	2
Clc1ccc(OCCCCSc2ncccn2)cc1	6	2	-6	22	0	-3	-3	-1	-2
O=c1cc(CO)oc(C(Nc2ccccn2)c2ccsc2)c1O (stereo not given)	/	5	-2	-1	3	/	/	-2	10
O=C(C1CCN(S(=O)(=O)c2cccc3cccnc23)CC1)N1CCCC1	0	-6	1	-9	0	4	-2	-2	-2
COc1ccc(OCC(=O)N/N=C(\CCC(=O)O)c2cccs2)cc1	4	0	2	-14	-8	-3	-2	3	-7
COc1ccc(-c2noc(CCC(=O)NCc3ccco3)n2)cc1	12	-1	0	-5	4	11	-5	-4	-6
O=C1C=CN2CCOCC2C1 (stereo not given)	-1	/	/	/	2	-4	-3	/	5
c1ccc(C2=Nc3ccccc3SC2c2nc3ccccc3[nH]2)cc1 (stereo not given)	/	7	1	15	2	/	/	1	9
COC(=O)[C@]1(C)N[C@H](CN(C)C(=O)C2CCCCC2)[C@@H]2C(=O)N(Cc3ccccc3)C(=O)[C@@H]21	5	/	/	/	0	6	-6	/	5
Nc1c(N(Cc2ccco2)C(=O)COc2ccccc2F)c(=O)[nH]c(=O)n1Cc1ccccc1	1	/	-4	15	5	9	8	2	6
COc1ccc(CCN2C(=O)CN(Cc3ccccc3)CC2=O)cc1OC	10	-7	-1	2	2	9	5	-1	4
CC(C)Cc1cc(C(=O)N(C)C2CCCN(Cc3ccccc3F)C2)n(C)n1 (stereo not given)	0	-11	2	10	-2	-3	-4	-1	18
Cc1ccc(C)c(CSc2nnc(-c3cccnc3)o2)c1	6	6	-3	20	4	1	-3	-2	1
O=[N+]([O-])c1ccc(N2CCCCC2)s1	1	-1	-2	-1	-1	-3	2	0	14
Cc1c(Cc2ccccc2)c(NCCCO)n2c(nc3ccccc32)c1C#N	/	-7	0	-7	1	/	/	0	16
Cc1cc(=O)oc(C)c1C(=O)Nc1ccccc1F	-5	3	3	2	0	9	3	1	0

# PREPL inhibitor: hit marks shown above
compound,PAFAH1B2 FP inh,EBNA-1 inh,pPAFAH inh,PAFAH1B3 inh,PAFAH2 FP inh,PREPL inhibitor
CCNc1ccc2noc3c2c1C(=O)c1ccccc1-3,114*,-3,106*,104*,114*,107*

# Other results follow.
SMILES	PAFAH1B2 FP inh	EBNA-1 inh	LYPLA1 inh	ZTA counter	pPAFAH inh	PAFAH1B3 inh	PAFAH2 FP inh	LYPLA2 counter	PREPL inhibitor
O=C(CCSCCc1ccccn1)Nc1c(F)c(F)c(F)c(F)c1F	3	-30	0	2	-1	-5	0	-1	7
CCOC(=O)c1cnc2c(C(=O)OC)cccc2c1NCc1cccnc1	0	-1	0	-9	7	0	-8	2	3
COCCN(CC(=O)Nc1cccc(C)c1C)C(=O)c1cc(-c2ccncc2)nc2ccccc12	-8	/	-2	8	6	0	2	3	4
Cc1nnc(SCCn2c(N3CCN(C)CC3)nc3c2c(=O)[nH]c(=O)n3C)s1	4	7	1	0	1	4	5	5	4
COc1cccc(NC(=O)c2ccc(Cn3cc([N+](=O)[O-])cn3)o2)c1	-3	-13	2	-2	-4	2	-3	5	-1
O=C(CCC(=O)OCC(=O)c1ccc(Cl)cc1)NC1CCCCC1	7	6	-2	-6	6	11	6	-1	2
Cc1ccc(Cl)cc1N1CCN(C(=O)CCS(=O)(=O)c2cccc3nonc23)CC1	2	-12	2	-5	2	-4	-3	26	26
CC1(C)CC2CC(C)(CN2CC(=O)C(C#N)c2ccccc2)C1 (stereo not given)	13	-5	5	-21	3	9	-8	8	18
O=C(COC(=O)c1ccc2c(c1)S(=O)(=O)c1ccccc1C2=O)NC1CC1	2	4	7	-6	30*	3	-3	8	2
O=C(CNC(=O)C1CCCCC1)OCc1cc(=O)oc2ccc3ccccc3c12	7	0	-5	2	5	2	-2	-3	5
N/C(Cc1nc(-c2ccc(Br)cc2)cs1)=N\O	4	-3	-3	-5	0	6	9	-4	9
CCOc1ccccc1C1CC(c2cccs2)=NN1S(C)(=O)=O (stereo not given)	/	-13	-3	-3	-1	/	/	-3	-14
O=c1ccc(NS(=O)(=O)c2ccccc2)cn1Cc1ccc(Cl)c(Cl)c1	15	-4	1	-5	26*	9	5	5	-7
O=C(CCCn1cnc([N+](=O)[O-])n1)Nc1ccc(Cl)cc1Cl	1	1	1	12	2	0	-2	0	0
Cn1cccc1C1(C(F)(F)F)NCCNC1=O (stereo not given)	-1	-11	-5	-1	-2	2	5	-5	8
Cc1ccc(S(=O)(=O)N(CC(=O)Nc2ccccc2C(=O)O)c2ccccc2)cc1	3	-1	-1	-6	-6	-1	-3	1	9
Cc1ccc(C2=NOC(=O)/C2=C\c2ccccc2)cc1	15	11	1	2	-1	7	10	2	0
CC1C(=O)N2CCCc3cc(S(=O)(=O)Nc4ccccc4C(N)=O)cc1c32 (stereo not given)	5	-8	1	10	1	4	4	1	11
CCOC(=O)c1c(CN2CCN(C)CC2)n(C)c2cc(Br)c(OC)cc12	0	-7	-3	-8	7	10	8	1	2
CCOc1ccc(C(=O)Nc2cc3c(cc2N2CCCC2)n(CC)c(=O)n3CC)cc1OCC	-3	-4	0	5	4	-1	1	-1	19
COc1cc(C(=O)NCC(=O)NCCN2C(=O)S/C(=C\c3ccccc3Cl)C2=O)cc(OC)c1OC	0	1	0	-3	2	-1	1	-1	1
O=C(COn1nnc2ccc(S(=O)(=O)N3CCOCC3)cc21)NCCc1ccccc1	2	-8	2	-17	4	3	3	2	1
CC(CN1CCOCC1)OC(=O)C(C)(c1ccccc1)c1ccccc1 (stereo not given)	8	-16	-1	-8	0	7	-5	-1	32
COc1cc(OC)cc(C(=O)NCC(=O)OC2CCOC2=O)c1 (stereo not given)	6	8	1	2	3	-6	-4	-2	-6
c1ccc(C(Cc2nc(-c3ccccn3)no2)c2ccccc2)cc1	12	4	-4	-6	4	11	3	-3	-17
O=C(COC(=O)CCOc1ccccc1)NCc1ccco1	-1	9	-7	-9	22	6	19	2	-2
O=C(/C=N/O)NCCCN1CCCCCC1	-1	-2	1	0	-3	0	3	2	5
O=C(CN1C(=O)NC2NC(=O)NC21)N/N=C/c1ccc(F)cc1 (stereo not given)	2	3	-2	9	3	6	1	-1	-3
O=C(c1ccccc1-c1nc(-c2ccc(F)cc2)no1)N1CCCC1	3	4	1	9	4	8	3	5	8
O=C(NCc1ccc(F)cc1)C(c1ccccc1)N(C(=O)c1csnn1)C1CCCC1 (stereo not given)	3	12	3	-5	7	-2	-7	1	2
COC(=O)C(N)Cc1ccc(OC)c([N+](=O)[O-])c1 (stereo not given)	-1	-1	1	-8	0	9	4	-4	-11
O=c1cc(-c2ccccc2)[nH]n1-c1nc2ccccc2s1	3	4	-12	7	15	17	42*	-13	0

# Assay outcomes deposited in PubChem by The Scripps Research Institute Molecular Screening Center.
